Statin myotox sup: suppressors of statin myotoxicity in C2C12 myotubes, primary screen, cell-based, single point, plate reader; actives 0.78% (n = 330,000); C2C12 myotubes + simvastatin, ATP luminescence, 48 h; scaled: DMSO 0, geranylgeraniol control 100; rescue of ATP level, % at 7.49 µM;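 active = mean ATP rescue above about 67%, or every replicate alone reaching that limit, limit read from the data, passing the limit was not always enough; inconclusive = no clear call, values can overlap the other calls; inactive = mean under the limit and some replicate under it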;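 also: myotubes were challenged with 10 µM simvastatin during compound exposure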
Cneo AK release: Cryptococcus neoformans cell lysis inducers, primary screen, AK release luminescence, single concentration; actives 0.2% (n = 360,000); C. neoformans lysis, adenylate kinase release luminescence, 4 h; normalised: neutral wells 0, clomiphene wells 100; lysis activity, % at 15 µM;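 active = mean lysis activity across replicates of at least 80%, whatever share of replicates individually reach that level; inactive = mean lysis activity below 80%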
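Schedule: static 4 h at 37 °C with compound, 1 h detection; system: C. neoformans cells; benchmarks: Clomiphene as positive control; buffer or medium: fresh YPD medium; measure: luminescence rise reflecting yeast cell lysis; measured by: luminescent adenylate kinase detection reagent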
SIRT5 inh: SIRT5 desuccinylase inhibitors, primary screen, biochemical, fluorescence imaging, single point, set 5 | Purified SirT5, succinyl-peptide AMC, trypsin-coupled fluorescence | inhibition, % at 15 µM | actives 1.1% (n = 330,000) | AID 652115, 2013; in the data active = inhibition above about 15%; inconclusive = no clear call, values can overlap the other calls
S100A4 inh HTS: inhibitors of S100A4-myosin IIA peptide binding, primary screen, biochemical, fluorescence polarization, TAMRA-MyoIIA peptide; Protein S100-A4 (Homo sapiens), P26447; actives 0.14% (n = 360,000); inhibition, % at 10.7 µM;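 active = mean inhibition of at least 70% across replicates, with every replicate also reaching that level; inconclusive = mean inhibition reaches 70% but some replicates fall short; inactive = mean inhibition below 70%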
Target sequence (P26447 whole entry, looked up): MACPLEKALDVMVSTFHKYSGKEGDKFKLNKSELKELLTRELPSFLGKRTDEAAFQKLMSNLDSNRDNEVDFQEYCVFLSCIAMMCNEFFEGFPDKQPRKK
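Material: S100A4 monomer protein / Buffer or medium: 50 mM HEPES pH 7.2, 10 mM CaCl2, 100 mM KCl / Times: 5 min incubation before reading / Benchmarks: neutral control DMSO, positive control TFP / Reagent: labelled myosin peptide probe, 5 nM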
PGC1a acetyl inh: inhibitors of PGC1a acetylation signal, primary screen, cell-based, U2OS, AlphaScreen, inhibitor mode. AlphaScreen anti-acetyl-lysine; with virally co-expressed GCN5 acetyltransferase. inhibition, % at 15.6 µM. actives 0.17% (n = 350,000). AID 651687, 2012;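 active = every replicate shows inhibition of at least 40%; inconclusive = mean inhibition at least 40% but some replicate below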;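 also: 0% = neutral control wells and 100% = positive control wells; some results beyond the cut were filed as inactive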
ERAP1 HTS inh: human ERAP1 aminopeptidase inhibitors, primary screen, biochemical, single point, plate reader; actives 0.15% (n = 340,000); AID 652197, 2013; Endoplasmic reticulum aminopeptidase 1 (Homo sapiens), Q9NZ08; inhibition, % at 10.7 µM; recombinant ERAP1, Leu-AMC fluorescence, 60 min;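 active = mean replicate inhibition of at least 30%, or all replicates individually reaching that 30% level; inactive = mean below 30% and not every replicate reaching it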;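 also: 0% = neutral control wells and 100% = L-leucinethiol positive control wells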
Target sequence (Q9NZ08 whole entry, looked up): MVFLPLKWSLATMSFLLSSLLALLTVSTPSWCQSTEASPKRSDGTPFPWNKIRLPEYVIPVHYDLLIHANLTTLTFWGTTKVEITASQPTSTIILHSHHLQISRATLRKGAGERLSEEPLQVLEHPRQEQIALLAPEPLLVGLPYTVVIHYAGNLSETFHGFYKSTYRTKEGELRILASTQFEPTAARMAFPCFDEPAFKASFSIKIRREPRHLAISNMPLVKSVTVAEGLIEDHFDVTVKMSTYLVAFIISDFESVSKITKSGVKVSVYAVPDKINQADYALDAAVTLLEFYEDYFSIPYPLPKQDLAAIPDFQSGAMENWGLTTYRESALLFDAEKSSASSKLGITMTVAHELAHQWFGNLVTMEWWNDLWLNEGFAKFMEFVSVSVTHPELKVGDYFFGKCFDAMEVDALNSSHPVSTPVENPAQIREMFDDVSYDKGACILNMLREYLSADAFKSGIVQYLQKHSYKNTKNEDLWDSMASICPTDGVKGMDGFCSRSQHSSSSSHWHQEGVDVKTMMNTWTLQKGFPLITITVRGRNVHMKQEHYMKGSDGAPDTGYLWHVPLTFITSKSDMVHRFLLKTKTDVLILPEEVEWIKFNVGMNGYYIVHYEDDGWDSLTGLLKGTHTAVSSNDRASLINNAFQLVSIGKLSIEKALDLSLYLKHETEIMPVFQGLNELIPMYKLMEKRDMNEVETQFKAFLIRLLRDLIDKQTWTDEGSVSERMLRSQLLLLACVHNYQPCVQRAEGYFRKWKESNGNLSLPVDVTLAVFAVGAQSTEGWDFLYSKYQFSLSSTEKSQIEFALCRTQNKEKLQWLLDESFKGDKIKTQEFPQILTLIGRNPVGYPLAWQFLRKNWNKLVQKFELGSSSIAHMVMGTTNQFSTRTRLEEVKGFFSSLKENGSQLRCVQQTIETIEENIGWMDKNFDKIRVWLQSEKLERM
LGR2 antag: inhibitors of bursicon-induced LGR2 CRE-luciferase signal, primary screen, cell-based, HEK293, CRE-luciferase reporter, bursicon stimulation; Drosophila bursicon receptor LGR2 (rickets); bursicon-stimulated, 4 h; inhibition, % at 9.99 µM; actives 0.35% (n = 380,000); AID 720647, 2013;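 active = drop in luminescence signal, shown as inhibition above about 50% in the replicate tests, limit read from the data, passing the limit was not always enough; inconclusive = probably only some replicates passing the limit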;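 also: agonist challenge used bursicon conditioned medium at about half maximal strength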
XiGFP reactiv: activators of inactive X chromosome reactivation, primary screen, imaging, XiGFP fibroblasts, GFP high-content imaging, set 2. actives 0.055% (n = 360,000). activation, % at 7.58 µM. XiGFP mouse fibroblasts, % GFP-positive cells imaging, 3 d; cells co-treated with 5-aza-dC sensitizer; scaled so ellipticine positive control = 100%. AID 743238, 2013;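 active = mean normalized replicate activation at least 10% and every replicate at or above 10%; inconclusive = only one of the two criteria met; inactive = mean below 10% and not all replicates reach 10%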;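 also: 0% = median of on-plate neutral control wells and 100% = ellipticine 6 µM median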
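assay system = SV40-immortalized XiGFP fibroblast cells, line 68-5-11 | buffer or medium = DMEM plus 5-aza-dC sensitizer | doses = single-point pinned compound dosing | times = 3-day compound exposure, then 15 min fixation at room temperature | benchmarks = positive control ellipticine, 6 µM final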
An asterisk follows results filed as active; ? = inconclusive; / = no result given. The list is partial, so the mix of outcomes need not match the whole.

SMILES	Statin myotox sup	Cneo AK release	SIRT5 inh	S100A4 inh HTS	PGC1a acetyl inh	ERAP1 HTS inh	LGR2 antag	XiGFP reactiv
CCN1CC(CN(C)Cc2cn(-c3cccc(C)c3)nc2-c2cccc(F)c2)CC1=O (stereo not drawn)	-29.8	-2.6	/	6.7	1.5	-0.2	8.7	0.0
C[C@@H]1CN([C@@H](C)CO)S(=O)(=O)c2ccc(C#Cc3ccc(F)cc3)cc2O[C@@H]1CN(C)C	23.5	-3.3	-7.4	-0.3	-9.8	0.4	-13.3	-0.5
COc1cccc(S(=O)(=O)N[C@H]2CC[C@@H](CC(=O)NC3Cc4ccccc4C3)O[C@H]2CO)c1	7.6	0.1	4.3	0.4	2.9	0.1	22.6	0.4
Cc1ccc(NC(=O)CSc2nnc3ccccn23)cc1S(=O)(=O)N1CCOCC1	-4.7	5.5	-4.2	-2.9	-6.0	-1.2	-0.6	0.0
Cn1c(SCc2ccccc2)nnc1-c1ccco1	/	/	/	2.4	8.2	-1.5	-7.1	0.2
CC(=O)Nc1cccc(Nc2nc(-c3cccs3)nc3ccccc23)c1	-25.5	-5.1	-7.2	-5.1	4.6	4.5	-3.9	0.2
Cc1noc(C)c1NC(=O)Nc1ccc2c(c1)CC(=O)N([C@@H](C)CO)C[C@H](C)[C@@H](CN(C)S(=O)(=O)c1cccs1)O2	-1.4	2.6	-3.2	-0.9	-2.5	1.7	0.7	-0.1
C/C(=N\OCC(=O)OCC(=O)NCc1ccccc1)c1ccc2c(c1)OCO2	2.0	2.8	0.3	1.3	-17.6	2.8	-2.4	0.4
CCC(=O)N1CC2(CCN(C(C)=O)CC2)c2c([nH]c3cc(OC)ccc23)[C@@H]1CO	/	/	-1.9	-7.7	/	-0.8	-9.1	0.1
CCc1ccc2cc(F)cc(F)c2n1	2.5	1.1	-4.3	-3.2	-0.4	-9.6	7.5	0.6
COc1ccc(NC2=CC(=O)CC(C)(C)C2)cc1OC	3.2	1.8	1.5	3.8	0.4	0.7	8.1	/
CCOc1ccccc1NC(=O)CSc1nc(=O)n(CCCN2CCOCC2)c2c1CCCC2	-4.9	-1.4	0.8	0.7	/	-3.3	-16.8	-0.1
C[C@H]1CN([C@@H](C)CO)C(=O)c2cc(-c3cccc(C#N)c3)cnc2O[C@H]1CN(C)Cc1ccncc1	4.6	-0.6	-15.9	-5.7	3.0	0.4	4.7	-1.2
CCCCOC(=O)CCN1C(=O)/C(=C2\SC(=S)N(CCC(=O)OCCCC)C2=O)SC1=S	8.9	-3.1	/	7.4	11.8	2.7	/	0.1
COc1ccc(S(=O)(=O)N2C[C@H](O)COC[C@H]3O[C@H](CC(=O)N(C)C)CC[C@@H]32)cc1	12.5	0.9	-0.6	9.2	2.4	-0.6	-9.0	0.1
NC(=O)c1ccccc1NC(=O)Nc1cccc2ccccc12	/	/	-1.4	-3.4	/	4.8	-14.8	0.0
CCn1cc2nc(SCC(=O)Nc3ccccc3F)n(Cc3ccccc3)c(=O)c2n1	3.2	-3.1	3.0	-3.8	7.1	0.6	14.4	0.0
O=C(Nc1ccccc1)N1CCC(C(=O)N2CCN(Cc3ccccc3)CC2)CC1	-1.6	-0.1	-1.1	-8.3	4.0	1.5	-2.7	0.0
Cc1cc(NC(=O)CSc2nc(=O)n3cc(Cl)ccc3n2)no1	/	/	-0.1	-2.5	/	-2.2	2.5	0.1
Cc1ccc([C@H]2C[C@H](n3cc(-c4ccc(F)cc4)nn3)[C@@H](O)CN2C(=O)C2CCCCC2)cc1	6.8	2.4	-5.4	-2.7	-8.3	2.4	14.4	0.7
C[C@H]1CN([C@@H](C)CO)S(=O)(=O)c2ccc(-c3cccc(F)c3)cc2O[C@@H]1CN(C)C(=O)c1cccc(F)c1	-42.8	-1.3	6.0	-17.7	-4.1	2.5	18.6	0.0
O=C(c1cccc(NS(=O)(=O)c2cccc([N+](=O)[O-])c2)c1)N1CCOCC1	-1.5	-0.9	1.2	3.5	3.2	-3.8	-17.5	0.0
CCCCn1nc(C(=O)N(C)C2CCCCC2)c2ccccc2c1=O	7.6	-0.4	0.7	-0.3	3.6	1.1	/	-0.1
CC(=O)c1c(OC(=O)c2cccc(Cl)c2)c2ccccc2n1C	/	/	-0.4	-4.0	/	4.9	-16.2	0.3
Cc1ccc(-n2ncc3c2CC(C)(C)CC3NC(=O)CCc2c(C)noc2C)cc1 (stereo not drawn)	-1.9	-0.5	-0.1	2.2	/	1.9	19.2	-0.1
COC(=O)C[C@H]1CC[C@H](NS(=O)(=O)c2ccc(OC)cc2)[C@H](CO)O1	-4.4	5.8	2.6	6.6	-3.8	-3.0	-0.3	0.4
O=S(=O)(NCCc1ccncc1)c1ccc(F)cc1	-6.0	0.0	-0.9	-0.7	/	3.7	-0.2	-0.1
CCOC(=O)C1CCN(CC(O)COCc2cccs2)CC1 (stereo not drawn)	3.4	2.2	-1.9	-4.2	53.2	15.7	-1.6	0.4
Cc1cc(OC(=O)c2cccc(Cl)c2)c([N+](=O)[O-])c(=O)[nH]1	-0.5	-0.5	-3.2	7.6	-1.6	0.3	6.7	0.0
COc1ccc(C(=O)NC2CC3CCCC(C2)N3Cc2ccccc2)cc1OC (stereo not drawn)	-6.5	0.5	-1.0	-5.3	/	1.1	10.9	1.2
COCC(=O)Nc1ccc2c(c1)C(=O)N(C)[C@@H]1CC[C@@H](CC(=O)Nc3ccccc3)O[C@H]1CO2	8.0	-0.5	0.0	-19.1	4.5	-1.9	1.9	-0.1
O=C(Cc1ccccc1[N+](=O)[O-])N1CCc2ccccc2C1	/	/	3.3	-0.6	0.1	1.7	-23.8	0.0
COc1ccc(S(=O)(=O)NCC2CCCN(C(=O)c3occc3C)C2)cc1 (stereo not drawn)	/	/	-0.3	1.9	-3.3	-1.4	12.6	0.0
CCOc1ccc(Br)cc1S(=O)(=O)Nc1ccc(C(=O)Nc2ccc(C)cc2)cc1	/	/	-1.3	0.1	/	-2.2	15.0	0.1
COCC(=O)N1CC[C@@H]2[C@H]1c1cc(-c3cccc(OC)c3)ccc1N(C)[C@H]2CO	35.3	1.0	1.2	1.8	-3.7	-0.4	5.7	0.1
CCOC(=O)c1c(S(=O)(=O)NCc2ccco2)c(C)n(C)c1C	-2.5	0.4	8.3	-0.6	2.3	2.5	9.6	0.0
CN(C)c1ccc(/C=N/N(CCC#N)C2=NS(=O)(=O)c3ccccc32)cc1	-9.9	-3.0	-3.0	-18.2	?	2.6	-0.8	0.2
C[C@@H]1CN([C@@H](C)CO)S(=O)(=O)c2ccc(C3=CCCCC3)cc2O[C@H]1CN(C)CC1CCCC1	-85.9	1.5	0.7	-13.4	-9.3	-1.4	16.5	-0.9
CNC(=S)N/N=C/c1c(C)cccc1Cl	2.1	11.8	4.6	-0.2	3.7	/	10.6	0.0
O=C(/C=C/c1ccc(S(=O)(=O)NCc2ccco2)cc1)N1CCN(c2ccccc2)CC1	7.8	-6.4	3.4	3.2	-12.2	7.4	7.9	0.0
Cc1cc(C)n2c(C)nnc2c1	15.7	-1.6	-2.1	-0.9	/	-3.4	4.3	-0.1
CCOC(=O)c1ccc(NC(=O)C(=O)NCc2ccco2)cc1	/	/	-2.0	0.5	1.4	-1.8	9.6	0.1
CS(=O)(=O)N1CCCC(C(=O)Nc2ccccc2F)C1 (stereo not drawn)	-4.6	-1.0	2.1	-1.9	5.9	2.3	8.3	0.2
CCn1nc(C)c(CN2CCN(Cc3ccc(OC)c(C)c3C)C(CCO)C2)c1C (stereo not drawn)	0.0	4.3	/	/	3.6	/	-6.0	0.1
CN(C)CC#Cc1ccc([C@@H]2[C@@H](CO)N3CCCCN(C(=O)c4ccc5c(c4)OCO5)C[C@H]23)cc1	4.0	-2.8	-1.1	-3.4	-1.6	-1.5	-4.1	0.0
COc1cc(OC)c(NC(=O)c2cc3ccccc3cc2O)cc1Cl	-71.3	-6.8	/	9.5	-1.9	14.6	23.4	0.2
C[C@@H]1CN([C@H](C)CO)C(=O)c2cccc(NC(=O)C3CCCCC3)c2O[C@@H]1CN(C)Cc1ccc(C(F)(F)F)cc1	-22.6	-3.2	13.6	-13.3	-1.6	-0.8	-15.5	-1.0
CCCN(C)C[C@H]1OCCCC[C@H](C)Oc2ccc(NS(=O)(=O)c3ccccc3)cc2C(=O)N([C@@H](C)CO)C[C@H]1C	-10.9	-2.2	-3.3	1.4	-5.6	-0.1	8.0	0.0
COc1ccccc1CCc1nnc(CCC(=O)NC(C)Cc2ccsc2)o1 (stereo not drawn)	/	/	-3.0	-9.3	/	3.3	6.3	0.6
COCCN(C(=O)COC(=O)Cc1c(C)nc2ccccc2c1C)c1c(N)n(CC(C)C)c(=O)[nH]c1=O	3.0	0.7	1.8	2.0	-0.9	2.5	5.3	-0.1
COc1ccc(C2C(CN3CCOCC3)C(=O)N2c2ccccc2)cc1 (stereo not drawn)	/	/	0.8	-2.2	/	0.6	20.6	0.0
OC[C@H]1[C@H](c2ccc(C#CC3CC3)cc2)[C@H]2CN(CCC(F)(F)F)CCCCN21	/	-0.4	-0.2	-6.0	0.0	-5.0	/	/
COC(=O)Cn1c(=O)oc2ccc(C)cc21	/	/	3.4	1.2	/	0.8	-24.4	0.1
CSc1ccccc1NC(=O)c1ccc(N2CC3CC(C2)c2cccc(=O)n2C3)c(NC(=O)c2ccncc2)c1 (stereo not drawn)	-2.9	0.3	0.3	1.5	4.2	-4.6	-5.4	0.0
CCOc1ccccc1NC(=O)COc1ccc2c(c1)OCO2	6.6	2.5	-3.8	0.2	/	0.9	11.0	0.1
O=C(O)CCCCOn1ccnc1	0.2	2.1	-1.8	-5.3	20.8	6.6	4.3	0.0
CC(=O)Oc1[nH]c(=O)c2cccc3c2c1CCC3	10.3	-0.2	/	4.5	4.5	-10.4	6.8	0.2

3 compounds from above, sorted by molecular weight, smallest number first:
SMILES	Statin myotox sup	Cneo AK release	SIRT5 inh	S100A4 inh HTS	PGC1a acetyl inh	ERAP1 HTS inh	LGR2 antag	XiGFP reactiv
COc1ccc(NC2=CC(=O)CC(C)(C)C2)cc1OC	3.2	1.8	1.5	3.8	0.4	0.7	8.1	/
Cc1cc(NC(=O)CSc2nc(=O)n3cc(Cl)ccc3n2)no1	/	/	-0.1	-2.5	/	-2.2	2.5	0.1
C[C@@H]1CN([C@@H](C)CO)S(=O)(=O)c2ccc(C#Cc3ccc(F)cc3)cc2O[C@@H]1CN(C)C	23.5	-3.3	-7.4	-0.3	-9.8	0.4	-13.3	-0.5

Screening data as filed in PubChem.
